PLCb3 inh – PLC-beta3 (human) inhibition, primary screen; inhibition, % at 12.2 µM; 370,000 compounds, 0.18% hits; Q01970; Purified PLC-beta3, fluorogenic substrate, fluorescence; in the data active = inhibition above about 11%;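 note: 0% = median of compound wells on plate and 100% = full blocker control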
PLCg1 inh – inhibitors of human phospholipase C gamma1; P19174; purified PLC-gamma1, fluorogenic substrate, fluorescence; inhibition, % at 12.2 µM; 370,000 compounds, 0.84% hits; in the data active = inhibition above about 9.5%
hgDAF12 agonist – agonists of H. glycines DAF-12 nuclear receptor | AID 687014 | activation, % at 6.8 µM | HEK293 GAL4-hgDAF12 UAS-luciferase reporter, agonist luminescence; normalized to butyrate control | 370,000 compounds, 1.8% hits;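 active = activation above a cutoff set at the mean of all screened compounds plus 3 SD, cut at about 10% in these data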;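 note: 0% = DMSO wells and 100% = sodium butyrate wells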
DAX1 inh-1 – inhibitors of human orphan nuclear receptor DAX1 (NR0B1) | P51843 | HEK293 Gal4-DAX1 luciferase reporter, luminescence | inhibition, % at 6.75 µM | 340,000 compounds, 0.99% hits | AID 504766;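 active = inhibition above the mean over all tested compounds plus 3 SD, cut at about 4.2% in these data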;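 note: 0% = DAX1-transfected cells with DMSO and 100% = empty-vector control cells with DMSO; inhibition shows as a rise in luminescence from relieved DAX1 repression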
ADAM10 inh – ADAM10 inhibition, QFRET primary screen; inhibition, % at 7 µM; recombinant ADAM10, EDANS/DABCYL FRET peptide cleavage, 3 h; AID 720582; 370,000 compounds, 0.62% hits; O14672;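 active = inhibition above a per-campaign cutoff equal to the mean of compounds falling between control-based bounds plus 3 SD, cut at about 20% in these data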;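 note: 0% = DMSO wells while the 100% control is not disclosed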
Target sequence (O14672 214-748 limits assumed): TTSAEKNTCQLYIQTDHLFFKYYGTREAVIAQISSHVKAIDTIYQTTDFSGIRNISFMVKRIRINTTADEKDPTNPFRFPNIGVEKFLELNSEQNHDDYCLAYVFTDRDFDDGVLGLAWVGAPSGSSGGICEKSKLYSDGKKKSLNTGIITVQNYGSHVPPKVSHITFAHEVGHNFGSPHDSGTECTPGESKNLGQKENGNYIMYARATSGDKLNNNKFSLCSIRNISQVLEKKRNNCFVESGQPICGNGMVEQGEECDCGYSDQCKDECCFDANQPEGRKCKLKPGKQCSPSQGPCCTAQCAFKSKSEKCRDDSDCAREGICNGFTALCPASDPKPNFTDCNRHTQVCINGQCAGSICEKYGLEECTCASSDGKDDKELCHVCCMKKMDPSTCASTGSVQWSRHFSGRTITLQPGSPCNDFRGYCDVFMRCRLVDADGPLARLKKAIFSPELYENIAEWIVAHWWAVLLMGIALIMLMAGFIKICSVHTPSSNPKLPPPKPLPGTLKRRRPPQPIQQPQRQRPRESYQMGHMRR
ADAM17 inh – inhibits human ADAM17. P78536. 370,000 compounds, 0.83% hits. recombinant ADAM17, EDANS/DABCYL FRET peptide cleavage. inhibition, % at 6.95 µM;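 active = inhibition above the mean of compounds lying between control limits plus 3 SD, set per campaign, cut at about 8.5% in these data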;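 note: 0% = DMSO-only wells as the low control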
DAX1 inh-2 – blocks DAX1 repression of SF-1 activated StAR promoter; AID 652010; 370,000 compounds, 1.1% hits; inhibition, % at 6.8 µM; HEK293T StAR-luciferase reporter, SF-1/DAX-1 repression relief;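 active = inhibition above the mean over all tested compounds plus 3 SD, cut at about 3.6% in these data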;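 note: 0% = DAX-1 cells with DMSO and 100% = cells lacking DAX-1 with DMSO; higher inhibition means more luminescence from relief of DAX-1 repression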
hcDAF-12 act – H. contortus DAF-12 activation, primary screen; activation, % at 6.8 µM; HEK293 hcDAF-12 lit1-tk-luc reporter, luminescence; 0% DMSO, 100% Δ7-dafachronic acid; 370,000 compounds, 1.4% hits;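 active = activation above the mean of all tested compounds plus 3 SD, cut at about 5.5% in these data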;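 note: 100% = response to 3 µM Δ7-dafachronic acid high control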
FXN GAA850 act – activators of GAA850 frataxin (FXN) promoter; HEK293 lucGAA850 FXN promoter luciferase reporter, 24 h; percent of 10 µM SAHA response; activation, % at 6 µM; 360,000 compounds, 0.56% hits; AID 540364;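 active = activation above the average of all compounds screened plus 3 SD, cutoff fixed separately per campaign, cut at about 7.5% in these data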;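 note: 0% = DMSO wells and 100% = 10 µM SAHA wells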
ssDAF-12 act – S. stercoralis DAF-12 activation, primary screen; HEK293 ssDAF-12/GRIP1 lit1-tk-luc reporter, luminescence; % of 3 µM dafachronic acid response; activation, % at 6.8 µM; 370,000 compounds, 1% hits; AID 652126;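 active = activation above the mean over all tested compounds plus 3 SD, cut at about 0.9% in these data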;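 note: 0% = DMSO-only wells and 100% = 3 µM delta7-dafachronic acid wells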
sPLA2-III inh – Inhibits HGIII-sPLA2 liposome hydrolysis, primary screen | Q9NZ20 | QFRET BODIPY PC-A2 liposome hydrolysis, fluorescence | inhibition, % at 12.2 µM | 370,000 compounds, 0.56% hits | AID 743126;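 active = inhibition above mean plus 3 SD of compounds lying within the high and low control bounds, cut at about 19% in these data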;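 note: 0% = median of test compound wells and 100% = no enzyme DMSO wells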
Target sequence (Q9NZ20 whole entry, looked up): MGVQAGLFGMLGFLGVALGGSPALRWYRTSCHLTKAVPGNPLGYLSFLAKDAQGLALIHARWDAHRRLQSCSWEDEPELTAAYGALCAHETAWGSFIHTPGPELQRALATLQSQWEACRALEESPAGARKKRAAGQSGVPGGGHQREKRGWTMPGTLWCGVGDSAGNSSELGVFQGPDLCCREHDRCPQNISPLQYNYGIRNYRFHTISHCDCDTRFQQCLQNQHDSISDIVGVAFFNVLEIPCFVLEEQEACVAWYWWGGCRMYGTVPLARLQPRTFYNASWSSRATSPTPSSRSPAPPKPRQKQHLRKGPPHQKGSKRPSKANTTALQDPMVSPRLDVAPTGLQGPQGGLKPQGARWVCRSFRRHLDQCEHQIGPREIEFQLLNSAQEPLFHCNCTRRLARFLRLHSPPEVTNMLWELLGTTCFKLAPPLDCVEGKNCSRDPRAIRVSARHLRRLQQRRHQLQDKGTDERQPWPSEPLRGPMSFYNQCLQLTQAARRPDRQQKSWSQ
* = called active by the depositor. Outcome played no part in choosing rows (roughly 6.9% active in at least one column).

What do the screens show for `C[C@@H]1CN([C@@H](C)CO)C(=O)c2cc(C#Cc3cccc(F)c3)cnc2O[C@H]1CN(C)C(=O)C1CCCCC1`?
PLCb3 inh: 3; PLCg1 inh: 4; hgDAF12 agonist: -0.5; DAX1 inh-1: 2.6; ADAM10 inh: 1; ADAM17 inh: 6; DAX1 inh-2: -0.8; hcDAF-12 act: -0.6; FXN GAA850 act: 1.3; ssDAF-12 act: -1.4; sPLA2-III inh: 3

What do the screens show for `COc1ccc(OCc2cc(C(=O)NCC3CCCCO3)no2)c(Cl)c1` (stereo not given)?
PLCb3 inh: -6; PLCg1 inh: 0; hgDAF12 agonist: 6.1; DAX1 inh-1: 0.4; ADAM10 inh: -9; ADAM17 inh: -2; DAX1 inh-2: 0.9; hcDAF-12 act: 4.4; FXN GAA850 act: 3.4; ssDAF-12 act: -0.4; sPLA2-III inh: 0

Results for COc1ccc(NC(=S)N(CCN2CCOCC2)Cc2cc3cc4c(cc3[nH]c2=O)OCO4)cc1 ?
PLCb3 inh: -20; PLCg1 inh: -17; hgDAF12 agonist: -1.8; ADAM10 inh: -69; ADAM17 inh: -24; DAX1 inh-2: -0.6; hcDAF-12 act: -0.7; ssDAF-12 act: -0.9; sPLA2-III inh: 2

Results for CN(C)C(=O)c1ccc2c(c1[N+](=O)[O-])C(=O)c1ccccc1C2=O ?
PLCb3 inh: 1; PLCg1 inh: 8; hgDAF12 agonist: 3.5; DAX1 inh-1: -0.6; ADAM10 inh: -2; ADAM17 inh: 3; DAX1 inh-2: 0.0; hcDAF-12 act: 3.3; FXN GAA850 act: 2.4; ssDAF-12 act: -0.2; sPLA2-III inh: 1

Results for C(=C\n1nnc2ccccc21)/c1ccccn1 ?
PLCb3 inh: 3; PLCg1 inh: 1; hgDAF12 agonist: 19*; DAX1 inh-1: 1.3; ADAM10 inh: -2; ADAM17 inh: 0; DAX1 inh-2: 2.5; hcDAF-12 act: 8.4*; FXN GAA850 act: 2.4; ssDAF-12 act: 1.2*; sPLA2-III inh: 1

What do the screens show for `CCCN1CCN(S(=O)(=O)c2ccc(-c3cc(C)no3)s2)CC1`?
PLCb3 inh: -14; PLCg1 inh: -1; hgDAF12 agonist: -3.3; DAX1 inh-1: 0.1; ADAM10 inh: -3; ADAM17 inh: -5; DAX1 inh-2: -0.4; hcDAF-12 act: -1.4; FXN GAA850 act: -1.1; ssDAF-12 act: -0.8; sPLA2-III inh: 5

How did Nc1ccc2c3c(ccc([N+](=O)[O-])c13)CC2 do in these assays?
PLCb3 inh: 2; PLCg1 inh: 3; hgDAF12 agonist: 0.5; DAX1 inh-1: 0.0; ADAM10 inh: 15; ADAM17 inh: 4; DAX1 inh-2: 0.6; hcDAF-12 act: -1.4; FXN GAA850 act: 0.5; ssDAF-12 act: -0.9; sPLA2-III inh: 23*

Results for O=C(O)c1ccc(OCC(F)(F)F)nc1 ?
PLCb3 inh: -17; PLCg1 inh: 1; hgDAF12 agonist: 0.6; DAX1 inh-1: -1.5; ADAM10 inh: -8; ADAM17 inh: -5; DAX1 inh-2: -0.7; hcDAF-12 act: -1.0; FXN GAA850 act: -0.4; ssDAF-12 act: -1.1; sPLA2-III inh: -5

What do the screens show for `COc1ccc(-c2cc(-c3ccccc3)n3ncnc3n2)cc1`?
PLCb3 inh: inactive; PLCg1 inh: inactive; hgDAF12 agonist: -2.8; DAX1 inh-1: -2.2; ADAM10 inh: inactive; ADAM17 inh: inactive; DAX1 inh-2: -0.8; hcDAF-12 act: -1.3; FXN GAA850 act: 2.1; ssDAF-12 act: -0.9; sPLA2-III inh: -6

What do the screens show for `Fc1cc2[nH]c(=S)[nH]c2c(Br)c1N1CCSCC1`?
PLCb3 inh: -4; PLCg1 inh: 2; hgDAF12 agonist: 3.5; DAX1 inh-1: 0.9; ADAM10 inh: 15; ADAM17 inh: 8; DAX1 inh-2: 0.2; hcDAF-12 act: 0.0; FXN GAA850 act: 1.6; ssDAF-12 act: -0.6; sPLA2-III inh: -10

What do the screens show for `N/C(=N\OC(=O)Oc1ccccc1)c1cccc([N+](=O)[O-])c1`?
PLCb3 inh: -1; PLCg1 inh: 0; hgDAF12 agonist: -0.4; DAX1 inh-1: 0.3; ADAM10 inh: -10; ADAM17 inh: -5; DAX1 inh-2: -0.3; hcDAF-12 act: -2.2; FXN GAA850 act: 2.7; ssDAF-12 act: -1.1; sPLA2-III inh: 3

What do the screens show for `COc1cc(-c2nnc(COC(=O)CSCC(=O)Nc3cc(C)on3)o2)cc(OC)c1OC`?
PLCb3 inh: -11; PLCg1 inh: -3; hgDAF12 agonist: 2.1; DAX1 inh-1: 1.0; ADAM10 inh: 4; ADAM17 inh: 0; DAX1 inh-2: 1.3; hcDAF-12 act: 0.1; FXN GAA850 act: 0.1; ssDAF-12 act: -0.6; sPLA2-III inh: -5

How did O=C(CNC(=O)c1ccc(Br)cc1)OC1CCOC1=O (stereo not given) do in these assays?
PLCb3 inh: 1; PLCg1 inh: 2; hgDAF12 agonist: -1.0; DAX1 inh-1: 0.0; ADAM10 inh: -7; ADAM17 inh: -6; DAX1 inh-2: -0.1; hcDAF-12 act: -1.1; FXN GAA850 act: 0.5; ssDAF-12 act: -1.2; sPLA2-III inh: 12

How did OC(c1ccccc1)C(O)c1ccccc1 (stereo not given) do in these assays?
PLCb3 inh: 11*; PLCg1 inh: 6; hgDAF12 agonist: -1.4; ADAM10 inh: 4; ADAM17 inh: -3; DAX1 inh-2: 0.0; hcDAF-12 act: 0.6; FXN GAA850 act: -0.1; ssDAF-12 act: -0.9; sPLA2-III inh: 4

How did C=C(C)Cn1c(CCNC(=O)C(C)(C)C)nc2ccccc21 do in these assays?
PLCb3 inh: 1; PLCg1 inh: -3; hgDAF12 agonist: -0.7; DAX1 inh-1: -0.3; ADAM10 inh: 4; ADAM17 inh: 0; DAX1 inh-2: -0.2; hcDAF-12 act: -1.2; FXN GAA850 act: -0.6; ssDAF-12 act: -1.0; sPLA2-III inh: -4

What do the screens show for `Cc1nc2sc(C(c3ccco3)N3CCN(c4ccccc4)CC3)c(O)n2n1` (stereo not given)?
PLCb3 inh: -4; PLCg1 inh: -1; hgDAF12 agonist: 4.3; DAX1 inh-1: 0.8; ADAM10 inh: -13; ADAM17 inh: -4; DAX1 inh-2: 0.8; hcDAF-12 act: 3.1; FXN GAA850 act: -0.9; ssDAF-12 act: -0.8; sPLA2-III inh: 9

Results for Cc1c(OC(C)C(=O)NCc2ccccn2)ccc2c3c(c(=O)oc12)CCC3 (stereo not given) ?
PLCb3 inh: -143; PLCg1 inh: -89; hgDAF12 agonist: -1.2; DAX1 inh-1: -0.2; ADAM10 inh: -272; ADAM17 inh: -98; DAX1 inh-2: -0.6; hcDAF-12 act: -1.0; FXN GAA850 act: 4.1; ssDAF-12 act: -1.7; sPLA2-III inh: 0

What do the screens show for `Cc1ccccc1NC(=O)NCCCCc1ccccc1`?
PLCb3 inh: -8; PLCg1 inh: 2; hgDAF12 agonist: 0.3; DAX1 inh-1: 0.2; ADAM10 inh: 7; ADAM17 inh: -7; DAX1 inh-2: -0.4; hcDAF-12 act: -2.8; FXN GAA850 act: 0.9; ssDAF-12 act: -0.3; sPLA2-III inh: 0

How did O=C(CNC(=O)c1cccs1)Nc1ccncc1 do in these assays?
PLCb3 inh: -3; PLCg1 inh: -1; hgDAF12 agonist: 0.8; DAX1 inh-1: -0.5; ADAM10 inh: -7; ADAM17 inh: -4; DAX1 inh-2: -0.4; hcDAF-12 act: -0.6; FXN GAA850 act: -0.7; ssDAF-12 act: -0.9; sPLA2-III inh: 3

Results for C/C(=N/Oc1nc(C)cc(C)n1)c1ccccc1 ?
PLCb3 inh: 4; PLCg1 inh: -2; hgDAF12 agonist: 2.9; DAX1 inh-1: 0.1; ADAM10 inh: 7; ADAM17 inh: -2; DAX1 inh-2: 1.3; hcDAF-12 act: -0.8; FXN GAA850 act: 5.7; ssDAF-12 act: -1.0; sPLA2-III inh: 0

What do the screens show for `CCOc1ccc(Br)cc1S(=O)(=O)Nc1ccc(N2CCOCC2)cc1`?
PLCb3 inh: 2; PLCg1 inh: 2; hgDAF12 agonist: -1.4; DAX1 inh-1: 0.9; ADAM10 inh: 9; ADAM17 inh: -1; DAX1 inh-2: 0.2; hcDAF-12 act: -0.8; FXN GAA850 act: 0.7; ssDAF-12 act: -1.3; sPLA2-III inh: -3

Results for OCC1(Cc2ccc(F)cc2)CCCN(Cc2ccc(F)cc2Cl)C1 (stereo not given) ?
PLCb3 inh: -7; PLCg1 inh: 0; hgDAF12 agonist: 1.4; DAX1 inh-1: -0.8; ADAM10 inh: 2; ADAM17 inh: 3; DAX1 inh-2: 0.0; hcDAF-12 act: -1.5; FXN GAA850 act: 0.8; ssDAF-12 act: -0.8; sPLA2-III inh: 2

How did O=C(CCC(=O)NC1CCCCCC1)Nc1nnc(C(F)(F)F)s1 do in these assays?
PLCb3 inh: 3; PLCg1 inh: -1; hgDAF12 agonist: -1.6; DAX1 inh-1: 1.0; ADAM10 inh: 0; ADAM17 inh: -4; DAX1 inh-2: -0.7; hcDAF-12 act: 1.1; FXN GAA850 act: -0.1; ssDAF-12 act: -1.9; sPLA2-III inh: -2

Results for O=C(Nc1ccn(-c2ccccc2)n1)c1ccccc1Br ?
PLCb3 inh: 0; PLCg1 inh: 2; hgDAF12 agonist: 20*; DAX1 inh-1: 2.5; ADAM10 inh: 4; ADAM17 inh: -4; DAX1 inh-2: 0.6; hcDAF-12 act: 0.2; FXN GAA850 act: 5.5; ssDAF-12 act: -0.3; sPLA2-III inh: 9

What do the screens show for `COc1ccc2c(c1)C(=NO)c1cc(OC)ccc1-2`?
PLCb3 inh: 4; PLCg1 inh: 4; hgDAF12 agonist: 2.1; DAX1 inh-1: -0.9; ADAM10 inh: 9; ADAM17 inh: 5; DAX1 inh-2: 0.0; hcDAF-12 act: -0.5; FXN GAA850 act: 0.9; ssDAF-12 act: -0.8; sPLA2-III inh: -14

How did COc1cccc(CC2CC(=O)N(CCc3ccc4c(c3)OCO4)C2=O)c1 (stereo not given) do in these assays?
PLCb3 inh: 4; PLCg1 inh: 1; hgDAF12 agonist: -0.4; DAX1 inh-1: -1.2; ADAM10 inh: 13; ADAM17 inh: 2; DAX1 inh-2: 0.0; hcDAF-12 act: -2.0; FXN GAA850 act: 1.8; ssDAF-12 act: -0.9; sPLA2-III inh: -8

No new results follow: an excerpt of the list.
What do the screens show for `CCOc1ccc(Br)cc1S(=O)(=O)Nc1ccc(N2CCOCC2)cc1`?
PLCb3 inh: 2; PLCg1 inh: 2; hgDAF12 agonist: -1.4; DAX1 inh-1: 0.9; ADAM10 inh: 9; ADAM17 inh: -1; DAX1 inh-2: 0.2; hcDAF-12 act: -0.8; FXN GAA850 act: 0.7; ssDAF-12 act: -1.3; sPLA2-III inh: -3

Results for OCC1(Cc2ccc(F)cc2)CCCN(Cc2ccc(F)cc2Cl)C1 (stereo not given) ?
PLCb3 inh: -7; PLCg1 inh: 0; hgDAF12 agonist: 1.4; DAX1 inh-1: -0.8; ADAM10 inh: 2; ADAM17 inh: 3; DAX1 inh-2: 0.0; hcDAF-12 act: -1.5; FXN GAA850 act: 0.8; ssDAF-12 act: -0.8; sPLA2-III inh: 2

Screening results as filed in PubChem.
